Assay outcomes as filed in PubChem.
Pin1 inh: blocks the human prolyl isomerase Pin1. Pin1 FP peptide displacement, HiFluor488, 10 min. actives 0.009% (n = 390,000). Potency, µM (doses to about 115 µM), without a hit: top-dose activity, negative = inhibition, usual class: inhibitors; active means well fitted inhibition curve with a large enough effect in the polarisation, with a control signal flat, not every such curve was filed as active; inconclusive means small, poorly fitted or top-dose-only effect, or effect the other way, or a change in a side signal; inactive means no such curve, though single readings can be large or run the other way; the % refers to the polarisation; further: on the % scale 0 is the no-effect control and ±100 the full control effect
Target sequence (Q13526 whole entry, looked up): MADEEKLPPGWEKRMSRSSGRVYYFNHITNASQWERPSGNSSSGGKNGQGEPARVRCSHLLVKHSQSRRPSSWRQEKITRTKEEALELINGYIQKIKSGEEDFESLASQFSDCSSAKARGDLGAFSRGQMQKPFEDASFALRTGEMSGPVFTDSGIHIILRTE
JMJD2A Tudor: inhibitors of human JMJD2A Tudor domain. actives 4.4% (n = 390,000). AID 504339. O75164. AlphaScreen JMJD2A-Tudor / H3K4me3 peptide binding. Potency, µM (doses to about 114 µM), without a hit: at the top dose activity change, negative = inhibition, usual class: inhibitors; further: on the % scale 0 is the no-effect control and ±100 the full control effect; nearly all actives have a fitted effect of over 50% in size
HP1b chromo inh: inhibitors of HP1-beta chromodomain binding to methylated histone tails. P83916. AlphaScreen HP1-beta / biotin-H3K9me3 peptide binding. Potency, µM (highest dose often 114 µM), without a hit: top-dose activity change, negative = inhibition, actives largely listed as inhibitors. actives 0.56% (n = 390,000); further: nearly all actives have a fitted effect of over 70% in size; inactives centre near 23
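Compound inhibition of the preformed complex between 50 nM HP1-beta and 50 nM biotinylated H3K9me3 peptide was read by AlphaScreen. Buffer was PBS pH 7.4 with 0.01% Tween-20. Incubations ran 30 min at room temperature, with 10 ug/mL donor/acceptor beads.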
GLS inhibitor: glutaminase GLS (human) inhibition; O94925; GLS enzymatic activity, qHTS titration; Potency, µM (doses to about 45.5 µM), inactives show top-dose activity change, negative = inhibition, most hits filed as inhibitors; actives 0.21% (n = 410,000); further: on the % scale 0 is the no-effect control and ±100 the full control effect
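Assay buffer: 45 mM KH2PO4 pH 8.2, 0.02% Tween-20. hKGA acts on L-glutamine (1 mM solution added); product glutamate is reported by an oxidase/peroxidase Amplex Red coupling, with fluorescence taken at baseline and 30 min.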
PGK inhibitor: inhibitors of T. brucei phosphoglycerate kinase. actives 0.043% (n = 380,000). P07378. Potency, µM (highest dose often 57.5 µM), inactives show at the highest dose activity change, negative = inhibition, actives largely listed as inhibitors. PGK/GAPDH coupled, Kinase-Glo luminescence, 60 min; further: on the % scale 0 is the no-effect control and ±100 the full control effect; nearly all actives have a fitted effect of over 60% in size
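Luminescent ATP detection (Kinase-Glo Plus) follows a 60-minute room-temperature incubation, with wells lacking PGK as controls. Buffer: 100 mM TEA (pH 7.6), 5 mM MgCl2, 0.01% Tween-20. Coupling enzyme GAPDH (100 nM final) supplies unstable 1,3-BPG in-well.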
ALOX12 inh: blocks human arachidonate 12S-lipoxygenase; Potency, µM (titrated, usually from 108 µM), for the others: top-dose activity change, negative = inhibition, usual class: inhibitors; actives 1.1% (n = 580,000); purified 12hLO, xylenol orange hydroperoxide absorbance; further: on the % scale 0 is the no-effect control and ±100 the full control effect
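Purified human 12hLO at 150 nM in 25 mM Hepes, 0.01% Triton X-100, pH 7.0, preincubated 15 min at room temperature with compound. Reaction started with 40 uM arachidonic acid, 30 min at room temperature. Hydroperoxide measured by Fe-xylenol orange, 573/405 nm absorbance ratio.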
ERG Ets-DNA blk: blocks human ERG Ets domain binding to DNA | actives 0.028% (n = 370,000) | fluorescence polarization, His-ERG Ets domain / labelled DNA | Potency, µM (highest dose often 76.9 µM), without a hit: top-dose FP activity, negative = inhibition, most hits filed as inhibitors; active means well fitted inhibition curve with a large enough effect in the polarisation, with a control signal flat; inconclusive means small, poorly fitted or top-dose-only effect, or effect the other way, or a change in a side signal; inactive means no such curve, though single readings can be large or run the other way; the % refers to the polarisation;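 further: polarization taken with two DNA probes labelled with fluorescein and Texas red; % of control where 0% means no effect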
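His-tagged ERG Ets domain (1 uM in the protein solution; 300mM KCl, 50mM Tris-HCl, 1mM EDTA, 1mM DTT, pH 7.5) received compound, then a probe mix of 5 nM fluorescein-DNA and 100nM Texas-615-DNA. Fluorescence polarization was read for both dyes.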
TrxR1 inh: inhibitors of rat thioredoxin reductase 1. Potency, µM (titrated, usually from 114 µM), for inactives: at the top dose activity change, negative = inhibition, usual class: inhibitors. recombinant rTrxR1, NADPH fluorescence consumption, selenite substrate. AID 588453. actives 1% (n = 390,000). O89049; further: on the % scale 0 is the no-effect control and ±100 the full control effect; nearly all actives have a fitted effect of over 65% in size
Target sequence (O89049 whole entry, looked up): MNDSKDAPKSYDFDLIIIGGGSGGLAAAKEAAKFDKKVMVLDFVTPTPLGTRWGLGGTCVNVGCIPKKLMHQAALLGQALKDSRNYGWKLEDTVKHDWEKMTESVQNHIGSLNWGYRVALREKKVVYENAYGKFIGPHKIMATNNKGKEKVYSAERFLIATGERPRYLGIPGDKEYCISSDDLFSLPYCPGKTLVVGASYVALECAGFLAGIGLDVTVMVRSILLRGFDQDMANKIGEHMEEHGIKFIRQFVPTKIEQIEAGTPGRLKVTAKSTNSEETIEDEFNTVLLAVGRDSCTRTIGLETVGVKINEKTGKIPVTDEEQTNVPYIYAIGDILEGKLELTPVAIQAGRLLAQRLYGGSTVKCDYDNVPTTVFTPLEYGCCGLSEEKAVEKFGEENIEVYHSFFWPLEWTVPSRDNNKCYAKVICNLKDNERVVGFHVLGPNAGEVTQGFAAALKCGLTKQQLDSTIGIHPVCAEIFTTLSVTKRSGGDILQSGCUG
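Rat TrxR1 (90 nM in the dispensed reagent) was pre-reduced with 400 uM NADPH for 5 min at room temperature, then incubated with compound for 15 min. After 400 uM selenite was added, NADPH fluorescence (Ex 340/Em 450 nm) was followed for 8 min.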
RGS4 inhibitor: blocks human RGS4-accelerated GTP hydrolysis; Potency, µM (doses to about 114 µM), for inactives: top-dose activity change, negative = inhibition, hits mostly inhibitors; P49798; Transcreener GDP fluorescence polarization, RGS4-accelerated GTP hydrolysis; AID 504845; actives 0.039% (n = 390,000); further: on the % scale 0 is the no-effect control and ±100 the full control effect; nearly all actives have a fitted effect of over 75% in size; some results filed as inactive show a strong effect at the top dose
Target sequence (P49798 whole entry, looked up): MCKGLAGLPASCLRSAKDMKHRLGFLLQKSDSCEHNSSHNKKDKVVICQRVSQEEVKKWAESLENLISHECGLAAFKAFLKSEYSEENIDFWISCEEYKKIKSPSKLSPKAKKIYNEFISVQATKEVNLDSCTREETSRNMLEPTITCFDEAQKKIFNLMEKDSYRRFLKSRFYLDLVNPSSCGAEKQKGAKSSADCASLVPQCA
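MLSMR compounds (23 nl, pin-transferred) preincubated 10 min at room temperature with a 500nM (2x) first reagent, then RGS4 at 900nM (2x) plus Transcreener GDP mix added; fluorescence polarization (620/688 nm) read before and after 90 min at 30 °C.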
* = called active by the depositor; i = inactive; ? = inconclusive; nt = no result given; & = joins results of further samples; [ ] = another dose, or the depositor's remark. Unless noted, the call rests on the fitted dose curve; in most records, active means well fitted curve in the direction sought with a large enough effect; inconclusive means small, poorly fitted or top-dose-only effect, or another doubt; inactive means no such curve, though single readings can be large; an effect the other way counts as inactive or inconclusive. Potency means the concentration at half of the fitted maximal effect. Only part of the results is shown; rates above refer to the full screens.

mol	Pin1 inh	JMJD2A Tudor	HP1b chromo inh	GLS inhibitor	PGK inhibitor	ALOX12 inh	ERG Ets-DNA blk	TrxR1 inh	RGS4 inhibitor
O=C(CCNS(=O)(=O)c1ccccc1)Nc1ccc(Cl)cc1C(=O)c1ccccc1	-1.7%	-15.7%	14.8%	2.5%	0.6%	1.9%	4.1%	7.9%	-16.8%
O=C(O)COc1ccccc1/C=C1\C(=O)NC(=O)N(CCC2=CCCCC2)C1=O	-2.8%	-0.7%	32.6%	23.4%	-2.4%	?	-0.7%	?	-33.9%
CCCc1[nH][nH]c(=O)c1C(c1ccc(Cl)cc1)C(C#N)C#N (stereo not given)	5.0%	?	15.0%	14.8%	-4.7%	?	nt	3.16µM*	?
CC(C)NP(=O)(NC(C)C)OP(=O)(NC(C)C)NC(C)C	3.0%	-12.9%	17.2%	6.8%	-3.9%	-24.5%	0.0%	14.1%[57.1 µM]	-4.0%[56.9 µM]
CN1CCN(C(=O)Cc2nc3ccccc3[nH]2)CC1	-1.0%	-5.7%	21.8%	9.9%	12.3%	9.7%[57.4 µM]	nt	-5.6%	-12.0%
O=C(NC12CC3CC(CC(C3)C1)C2)OC1CN2CCC1CC2 (stereo not given)	2.0%	-13.9%	14.8%	?	i	160.5%[activator]	9.5%	26.9%[57.1 µM]	-7.0%
CCCCCCn1c(=O)c(C(=O)Nc2cccc(C)n2)c(O)c2ccccc21	0.2%	-1.3%	34.4%	-4.4%	-1.7%	nt	0.0%	-17.2%	-18.6%
CN1C(=O)N(C)C(=O)C(CCc2ccncc2)(CCc2ccncc2)C1=O	-3.0%	-12.0%	16.4%	0.9%	-8.5%	38.3%	2.0%	3.6%	-0.4%
Cc1sc2ncn(CC(=O)N3CCC4(CC3)OCCO4)c(=O)c2c1C	-0.4%	13.2%	25.1%	7.2%	1.2%	12.1%	0.3%	10.0%	-26.4%
CC12CCC(=O)C=C1CCC1C2C(O)CC2(C)C(O)CCC12 (stereo not given)	-3.0%	-8.3%	29.8%	-1.6%	-10.5%	-2.8%	-13.8%	7.6%	-12.3%
C[n+]1c2ccccc2nc2ccc(NCCO)cc21	?	?	39.8µM*	-17.4%	?	6.3%	7.94µM*	?	?
O=C(CN1CCCCC1)c1ccccc1Cl	-10.6%	-22.8%	37.6%	17.0%	i	-31.1%	-19.9%	-24.8%	-28.1%
O=[N+]([O-])c1cccnc1N1CCCNCC1	-2.0%	-16.8%	9.8%	3.6%	-3.6%	?	-8.6%	-20.8%	-6.9%
CCc1cccc(CC)c1N(COC)C(=O)CCl	-2.6%	1.4%	43.0%[activator]	0.8%	-4.7%	-7.1%	5.5%	?	-10.8%
N#CCP(=S)(c1ccccc1)c1ccccc1	-5.6%	-9.0%	23.5%	0.7%	i	-20.1%	3.0%	-5.0%	10.8%
COc1cccc(NP(=O)(Oc2ccccc2)Oc2ccccc2)c1	?	-4.2%	38.0%	18.5%	-4.5%	-12.3%	6.6%	-5.4%	11.5%
CN1CCC(N(C)c2ncnc3ccc(Br)cc23)CC1	-2.0%	-8.9%	25.6%	7.5%	-2.3%	0.0%	-12.0%	16.4%[57.1 µM]	9.1%
COc1cccc(CCNCc2ccc(SC)cc2)c1	-11.5%	25.1µM*	?	-13.2%	-4.0%	?	-12.4%	9.6%[57.1 µM]	-5.9%
Cc1csc(=N)n1Cc1ccccc1	-2.4%	-12.8%	32.8%	14.2%	2.7%	-17.1%	-8.4%	-2.2%	21.5%
Cc1ccc2c(c1)C1CN(C)CCC1N2C(=O)c1cn(-c2ccccc2)nc1-c1ccccc1 (stereo not given)	-0.1%	?	-8.4%	-1.1%	-9.6%	0.0%	7.4%	20.5%	-0.6%
CN1Cc2ccccc2-n2nncc2C1	-3.5%	-12.3%	26.1%	1.6%	-6.4%	-2.8%	-5.7%	4.5%	32.3%
Cc1ccc2c(c1)C1CN(C)CCC1N2C(=O)Cc1cccs1 (stereo not given)	-0.6%	-20.3%	9.8%	3.8%	nt	-19.6%[57.4 µM]	nt	-12.0%	-15.6%
Cc1ccc(CN2C(=O)CN=C(c3ccccc3)c3ccccc32)cc1	-2.0%	-20.7%	17.6%	3.1%	5.1%	-3.2%	-2.1%	-5.4%	13.1%
O=C(c1cc(C(=O)NCc2ccccc2)c(=O)n(Cc2ccccc2)c1)c1cc(Br)ccc1O	?	-31.0%	-15.6%	6.2%	-4.8%	-14.3%	nt	-7.0%	-0.6%

Profiles as entered above. Order of values: Pin1 inh, JMJD2A Tudor, HP1b chromo inh, GLS inhibitor, PGK inhibitor, ALOX12 inh, ERG Ets-DNA blk, TrxR1 inh, RGS4 inhibitor
COc1cccc(CCNCc2ccc(SC)cc2)c1 across the screens: -11.5%, 25.1µM*, ?, -13.2%, -4.0%, ?, -12.4%, 9.6%[57.1 µM], -5.9%
CC12CCC(=O)C=C1CCC1C2C(O)CC2(C)C(O)CCC12 (stereo not given) across the screens: -3.0%, -8.3%, 29.8%, -1.6%, -10.5%, -2.8%, -13.8%, 7.6%, -12.3%
CN1CCC(N(C)c2ncnc3ccc(Br)cc23)CC1 across the screens: -2.0%, -8.9%, 25.6%, 7.5%, -2.3%, 0.0%, -12.0%, 16.4%[57.1 µM], 9.1%
CC(C)NP(=O)(NC(C)C)OP(=O)(NC(C)C)NC(C)C across the screens: 3.0%, -12.9%, 17.2%, 6.8%, -3.9%, -24.5%, 0.0%, 14.1%[57.1 µM], -4.0%[56.9 µM]
O=C(CN1CCCCC1)c1ccccc1Cl across the screens: -10.6%, -22.8%, 37.6%, 17.0%, i, -31.1%, -19.9%, -24.8%, -28.1%

The list goes on.
mol	Pin1 inh	JMJD2A Tudor	HP1b chromo inh	GLS inhibitor	PGK inhibitor	ALOX12 inh	ERG Ets-DNA blk	TrxR1 inh	RGS4 inhibitor
CC(C)C(=O)N1CCN(CCN=Cc2c(O)n(C)c(=O)n(C)c2=O)CC1	1.8%	-13.6%	16.3%	-1.6%	-2.1%	24.3%	-1.2%	-33.3%[57.1 µM]	-21.3%
COC(=O)C1=C(c2ccccc2OCc2ccccc2)C[C@@H]2CC[C@H]1N2C(=O)NCc1ccc(F)cc1	-0.2%	-27.1%	4.6%	-1.7%	-7.3%	-6.7%	-10.5%	24.8%	-4.7%
Cc1nn(C2CCOC(C)(C)C2)c2c1C(c1ccc3c(c1)OCO3)SCC(=O)N2 (stereo not given)	-7.1%	-24.0%	26.4%	11.8%	-5.6%	0.0%	-10.2%	?	-34.4%
Cc1cc(C=C2C(=O)NC(=O)NC2=O)c(C)n1-c1cccnc1	4.1%	-25.0%	10.5%	12.5%	-0.2%	?	-2.5%	-35.7%	0.0%
COC(=O)C1C2c3ccccc3C(c3ccccc32)C1(C)C(=O)OC (stereo not given)	-3.9%	-6.2%	12.6%[57 µM]	3.4%	8.3%	19.9%	-4.5%	-8.6%[2.29 µM]	13.7%
O=C(c1ccc2c3c(cccc13)CC2)C1CCCN(Cc2ncc[nH]2)C1 (stereo not given)	4.0%	?	-36.3%	0.4%	-8.5%	-6.5%	11.7%	4.7%[57.1 µM]	-13.9%
CCN1CCN(c2ccc([N+](=O)[O-])cc2C#N)CC1	-9.6%	-13.9%	-6.4%	0.6%	i	-4.3%	2.1%	1.3%[57.1 µM]	-5.0%
CCOc1ccc2oc(C(=O)NN3C(C)CCCC3C)c(C)c2c1 (stereo not given)	-5.5%	-6.8%	10.5%	5.4%	-4.7%	-10.0%	-7.7%	1.5%[57.1 µM]	0.0%
CCOC(=O)c1c(N)n(Cc2ccco2)c2nc3ccccc3nc12	?	-1.8%	33.8%	0.1%	i	-11.8%	-5.8%	71.3%[activator]	-26.6%
COc1cc(C(c2c(O)c3ccccc3oc2=O)c2c(C)n(C)n(-c3ccccc3)c2=O)ccc1O (stereo not given)	-4.8%&-2.0%	-14.3%&-11.8%	38.9%&47.5%	25.7%&23.6%	-5.0%&9.7%	-25.2%&-0.5%	29.2%	?	-1.3%&-25.2%
O=C(CN1CCN(S(=O)(=O)c2ccc3ccccc3c2)CC1)NC(=O)NC1CCCCC1	35.5%[activator]	-27.3%	18.3%	-1.8%	-5.0%	34.5%[activator]	-1.9%	0.0%	-45.5%
COc1ccc(C(=O)OC2CCN(C)CC2)cc1	-0.1%	-7.2%	49.6%[activator]	-1.3%	-1.0%	-5.2%&15.4%	7.1%	14.2%[57.1 µM]	-16.3%
